From PubChem BioAssay
SW480 rereplic: inducers of DNA re-replication in SW480 colon cancer cells; actives 1.8% (n = 340,000); SW480 DNA re-replication, Hoechst DNA content imaging, 48 h; Potency, µM (titrated, usually from 46.1 µM), inactives show top-dose re-replication activation, hits mostly activators; further: % of control where 0% means no effect; nearly all actives have a fitted effect of over 55% in size
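Per well, 250 cells were exposed to pinned compound for 48 hr. Nuclear DNA was visualised with Hoechst (40 min, 37 C) and total object intensity recorded by fluorescence scanning.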
GLP1R ag: activates the human GLP-1 receptor; Potency, µM (top dose mostly 45.6 µM), inactives show top-dose activation, actives largely listed as activators; HEK293 GLP-1R CRE-luciferase, luminescence, 4-6 h; cells express a hypersensitive GLP-1R form; AID 624172; actives 0.007% (n = 380,000); further: % of control where 0% means no effect
Target sequence (P43220 whole entry, looked up): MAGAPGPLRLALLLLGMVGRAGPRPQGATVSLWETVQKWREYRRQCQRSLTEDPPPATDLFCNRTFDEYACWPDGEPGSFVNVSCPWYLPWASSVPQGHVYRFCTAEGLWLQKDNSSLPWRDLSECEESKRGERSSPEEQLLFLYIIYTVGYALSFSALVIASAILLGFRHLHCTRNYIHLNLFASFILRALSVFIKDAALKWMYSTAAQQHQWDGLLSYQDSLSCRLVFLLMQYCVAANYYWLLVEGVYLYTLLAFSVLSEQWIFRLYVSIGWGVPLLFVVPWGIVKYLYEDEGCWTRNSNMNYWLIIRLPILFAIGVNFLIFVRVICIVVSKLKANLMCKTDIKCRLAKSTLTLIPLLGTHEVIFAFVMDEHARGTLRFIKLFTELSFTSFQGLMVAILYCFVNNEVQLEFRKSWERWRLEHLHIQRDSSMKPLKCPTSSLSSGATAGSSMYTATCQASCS
HT1080-NT tox: kills 2HG-producing HT-1080-NT fibrosarcoma cells. AID 686970. Potency, µM (titrated, usually from 46.1 µM), for the others: at the highest dose activity, negative = less viability, most hits filed as cytotoxic. HT-1080-NT fibrosarcoma viability, CellTiter-Glo ATP luminescence, 48 h. actives 1.6% (n = 360,000);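 further: NT is the 2HG producing partner of a matched IDH1 knockdown line; 0% = DMSO-treated cells and -100% = media-only wells without cells; nearly all actives have a fitted effect of over 55% in size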
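Viability of the 2HG-overproducing fibrosarcoma line after 48 hours of compound exposure at 37 degrees C was determined by luminescence with CellTiter-Glo, and concentration-effect curves were then fitted and categorized.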
HT1080 IDH1KD tx: HT-1080 IDH1 knockdown cell toxicity (counter line) | actives 2% (n = 360,000) | Potency, µM (titrated, usually from 46.1 µM), for inactives: at the top dose activity, negative = toxicity, hits mostly cytotoxic | AID 686971 | HT-1080 IDH1 knockdown viability, ATP luminescence, 48 h;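 further: 0% = DMSO wells and -100% = cell-free medium wells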
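HT-1080-IDH1KD cells (IDH1 knocked down), 750/well in RPMI with 5% FBS, treated with compound 48 h at 37 degrees C. Viability by CellTiter-Glo luminescence, normalised to DMSO and no-cell wells; concentration-response curves classed.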
HEK293 tox: cytotoxic in the GLP-1 receptor inverse agonist counter-screen | HEK293 cAMP-luciferase reporter cells, luminescence, 24 h | Potency, µM (series often up to 38.3 µM), for inactives: at the top dose activity change, negative = inhibition, usual class: inhibitors | actives 0.13% (n = 410,000) | AID 624418;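 further: loss of luciferase light is scored as toxicity; on the % scale 0 is the no-effect control and ±100 the full control effect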
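Cells in DMEM/10% Nu serum/1% pen-strep, 1536-well format. Pre-incubated 12 h, dosed with 23 nL compound, incubated a further 24 h. Luciferase detection, 12 min at room temp, luminescence.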
GLP1R inv ag: acts as inverse agonist at human GLP-1 receptor. HEK293 GLP-1R CRE-luciferase, luminescence, 24 h; GLP-1R form is constitutively active. Potency, µM (highest dose often 38.3 µM), inactives show top-dose activity change, negative = inhibition, usual class: inhibitors. actives 1.6% (n = 410,000). AID 624417; further: on the % scale 0 is the no-effect control and ±100 the full control effect; nearly all actives have a fitted effect of over 55% in size
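Constitutively active GLP-1R drives a cAMP-responsive luciferase in stably transfected HEK293 cells; test compounds are added after overnight (12 h) attachment and left 24 hr, and signal loss in luminescence marks inhibition.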
TDP43 rescue: inhibitors of TDP-43 toxicity in yeast | TDP-43 expressing yeast growth rescue, BacTiter-Glo, 24 h | Potency, µM (highest dose often 46.1 µM), for the others: at the top dose growth rescue (activation), hits mostly activators | actives 1.8% (n = 410,000) | AID 652104; further: % of control where 0% means no effect; nearly all actives have a fitted effect of over 50% in size
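Luminescence from BacTiter-Glo reports growth of TDP-43-expressing yeast after 24 hr at 30 deg C with compound. Cells were raffinose-pregrown to mid-log, then seeded in galactose medium at OD600=0.02.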
KB-3-1 cytotox: kills parental KB-3-1 adenocarcinoma cells. KB-3-1 viability, CellTiter-Glo ATP luminescence, 72 h. Potency, µM (titrated, usually from 46.1 µM), without a hit: top-dose activity change, negative = cytotoxic, actives largely listed as cytotoxic. actives 1.4% (n = 400,000). AID 1347075; further: on the % scale 0 is the no-effect control and ±100 the full control effect; nearly all actives have a fitted effect of over 60% in size
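72 h, 37 °C compound treatment of KB-3-1 parental cells; CellTiter-Glo added, 10 min, luminescence read. Data corrected against DMSO-only plates and normalized before curve fitting.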
KB-V1 MDR tox: kills drug-selected multidrug resistant KB-V1 cells; KB-V1 MDR cells viability, CellTiter-Glo, 72 h; AID 1347076; Potency, µM (top dose mostly 46.1 µM), for inactives: at the top dose activity change, negative = cytotoxicity, hits mostly cytotoxic; actives 3.4% (n = 400,000); further: on the % scale 0 is the no-effect control and ±100 the full control effect; nearly all actives have a fitted effect of over 60% in size
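In this primary screen, KB-V1 cells overexpressing P-gp are incubated with library compounds (lowest to highest concentration) for 72 h at 37 degrees C before a luminescent ATP viability read.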
Active calls of the source: *; ? = inconclusive; / = no result given; [ ] = another dose, or the depositor's remark. The call rests on the fitted dose curve; in most records, active means well fitted curve in the direction sought with a large enough effect; inconclusive means small, poorly fitted or top-dose-only effect, or another doubt; inactive means no such curve, though single readings can be large; an effect the other way counts as inactive or inconclusive. Potency means the concentration at half of the fitted maximal effect.

SMILES | SW480 rereplic | GLP1R ag | HT1080-NT tox | HT1080 IDH1KD tx | HEK293 tox | GLP1R inv ag | TDP43 rescue | KB-3-1 cytotox | KB-V1 MDR tox
O=C(c1ccc(COCC(F)(F)F)o1)N1CCCCCC1 | 2.5% | 2.0% | 8.5% | 7.7% | 2.2% | -5.4% | 12.3% | 11.4% | -2.7%
CCCCCOP(=O)(c1ccccc1)c1ccccc1 | 11.6% | 14.0% | 5.0% | 3.6% | 12.1%[1.53 µM] | ? | 15.6% | -12.2% | ?
CCOc1ccc2c(C)c(C(=O)O)oc2c1OCC | -10.4% | 3.2% | -4.2% | -1.9% | 17.3% | 10.6% | -7.8% | -2.1% | 3.9%
CCOC(=O)N1CCN(C(=O)c2ccc(Cl)c(NC(=O)c3cccs3)c2)CC1 | -8.6% | 3.6% | 9.3% | 5.7% | -12.8% | -1.3% | ? | 24.2% | 3.6%
COc1ccc(CN(C(=O)c2cc3ccccc3oc2=O)C2CCCC2)cc1 | -2.5% | -0.5% | -11.1% | -17.6% | -11.1% | ? | 5.2% | -2.3% | -28.1%
Cc1ccc2nc(-c3ccccc3)c(Cc3ccsc3)n2c1 | / | 21.3% | 1.0% | -6.1% | 6.5% | -12.6% | 11.2% | ? | 20.6µM*
CCOc1ccc(NC(=O)C(CC)NC(=O)c2ccccc2CO)cc1 (stereo not given) | -13.6% | 20.4% | 14.0% | -7.9% | 90.0%[activator] | 38.2%[activator] | 12.4% | 19.3% | 0.0%
O=C(COc1coc(CN2CCN(c3ccc(F)cc3)CC2)cc1=O)NC1CCCC1 | -5.5% | -10.9% | 12.8% | 4.8% | 10.7% | 20.0% | 14.1% | -3.7% | -24.3%
CC(C)Cc1nnc(NS(=O)(=O)c2ccccc2)s1 | / | -1.8% | -13.8% | 1.4% | 1.2% | -3.2% | 20.3% | 4.2% | 10.8%
Cn1c(CSCc2ccccc2)n[nH]c1=S | 1.6% | 0.9% | ? | -2.6% | 21.1% | 10.0% | 12.7% | 11.8% | ?
COc1cccc(N2CCN(C(=O)C3CCN(S(=O)(=O)c4ccc5c(c4)CC(C)N5C(C)=O)CC3)CC2)c1 (stereo not given) | -40.9%[inhibitor] | 2.6% | -19.0% | -1.3% | -8.8% | 20.3% | 19.2% | ? | -5.4%
COc1ccc(CCNC(=O)c2cccc(NS(=O)(=O)c3ccccc3F)c2)cc1OC | 1.5% | 8.3% | 1.3% | -0.8% | -4.9% | 17.7% | -13.4% | / | /
S=C(Nc1ccc(Cl)cc1)c1sc(N2CCCCC2)nc1N1CCOCC1 | -7.7% | -14.6% | 4.6% | 2.6% | -3.4% | 0.0% | 10.8% | -8.0% | -28.1%
C=C[C@H]1[C@H](OC2OC(CO)C(O)C(O)C2O)OC=C(C(=O)OC)[C@H]1C[C@H]1CC(=O)C[C@H](CC(=O)CCc2ccc(O)cc2)O1 (stereo not given in full) | ? | 5.3% | 5.2% | 10.2% | 2.9% | -9.1% | 18.0% | 0.0% | 7.3%
O=C(Nc1cc(Cl)c(O)c(Cl)c1)C1CCCO1 (stereo not given) | 8.3% | 3.4% | 2.1% | -4.0% | 20.3% | 3.8% | 2.7% | 19.7% | 5.0%
O=C(NCCc1c[nH]c2ccccc12)C(=O)Nc1cc2c3c(c1)CC(=O)N3CCC2 | 1.0% | 18.4% | -24.6% | ? | -20.7% | ? | 13.1% | ? | -14.2%
Cc1cc(NC(=O)CSc2nnc(C3COc4ccccc4O3)n2C)no1 (stereo not given) | -2.3% | 1.4% | 16.6% | 19.9% | -0.6% | -1.6% | 6.4% | 9.8% | -10.2%
Nc1ccccc1S(=O)(=O)NCCCCc1ccccc1 | 6.7% | -1.3% | -6.8% | -7.3% | 28.5% | ? | 18.8% | -0.8% | -18.6%
O=C(C1=C[C@H](C2CCCCC2)C[C@H](OCCCCO)O1)N1CCOCC1 | -4.3% | -2.3% | 8.5% | 3.8% | 1.4% | 9.6% | 14.8% | 12.2% | -3.1%
COc1ccc(S(=O)(=O)N2CCN(C/C=C/c3ccccc3)CC2)cc1NC(C)=O | -1.6% | 4.9% | 10.2% | 1.6% | -0.3% | -5.3% | -10.0% | -4.5% | -21.6%

Pulled by compound from above (four):
SMILES | SW480 rereplic | GLP1R ag | HT1080-NT tox | HT1080 IDH1KD tx | HEK293 tox | GLP1R inv ag | TDP43 rescue | KB-3-1 cytotox | KB-V1 MDR tox
COc1cccc(N2CCN(C(=O)C3CCN(S(=O)(=O)c4ccc5c(c4)CC(C)N5C(C)=O)CC3)CC2)c1 (stereo not given) | -40.9%[inhibitor] | 2.6% | -19.0% | -1.3% | -8.8% | 20.3% | 19.2% | ? | -5.4%
Cc1cc(NC(=O)CSc2nnc(C3COc4ccccc4O3)n2C)no1 (stereo not given) | -2.3% | 1.4% | 16.6% | 19.9% | -0.6% | -1.6% | 6.4% | 9.8% | -10.2%
Nc1ccccc1S(=O)(=O)NCCCCc1ccccc1 | 6.7% | -1.3% | -6.8% | -7.3% | 28.5% | ? | 18.8% | -0.8% | -18.6%
O=C(Nc1cc(Cl)c(O)c(Cl)c1)C1CCCO1 (stereo not given) | 8.3% | 3.4% | 2.1% | -4.0% | 20.3% | 3.8% | 2.7% | 19.7% | 5.0%

Other structures:
SMILES | SW480 rereplic | GLP1R ag | HT1080-NT tox | HT1080 IDH1KD tx | HEK293 tox | GLP1R inv ag | TDP43 rescue | KB-3-1 cytotox | KB-V1 MDR tox
CCOC(=O)CCNC(=O)Nc1ccc2nc(C)n(Cc3cccc(Cl)c3)c(=O)c2c1 | -0.9% | 15.9% | 0.0% | 5.8% | -2.1% | 2.6% | -4.3% | 3.7% | -7.3%
COc1ccc(Cl)cc1NC(=O)CN(C)C(=O)CCCNC(=O)c1ccc(Cl)cc1 | -1.9% | 10.0% | -14.2% | -15.6% | -7.4% | -7.2% | 12.7% | -7.4% | -11.7%
Cc1ccc(N2C(=O)c3oc4ccccc4c(=O)c3C2c2cccc(O)c2)nc1 (stereo not given) | -3.6% | -0.8% | -8.3% | -6.6% | -9.9% | -21.2% | -15.6% | -5.1% | -15.2%
CCOC(=O)c1c(C)oc2c1C(=O)c1ccccc1C2=O | 3.66µM* | -2.5% | 2.0% | 4.7% | -8.4% | 28.3% | 3.16µM* | ? | -9.3%
O=C(O)CCN1C(=O)/C(=C\c2ccc(OCc3ccccc3)c(OCc3ccccc3)c2)SC1=S | 1.8% | -1.0% | -7.9% | 2.1% | -6.6% | 53.7%[activator] | 19.3% | -1.2% | 12.9%
CCc1nnc(NC(=O)c2cccs2)s1 | 0.8% | 1.5% | 0.7% | 11.3% | 11.3% | 7.6% | ? | -6.2% | 0.7%
COc1ccc(C(=O)N2CCCC2)cc1S(=O)(=O)N1CCOCC1 | -0.5% | -1.7% | 5.0% | 4.1% | -3.5% | 1.1% | -7.6% | 23.1µM* | -16.7%
NS(=O)(=O)c1ccc(NC(=O)c2ccc(OCC3CCCO3)cc2)cc1 (stereo not given) | -3.2% | 8.0% | ? | -21.2% | -25.7% | 7.7% | -10.0% | -1.9% | -9.9%
CCOC(=O)n1c(=O)n(Cc2ccc(OC)cc2)c2ccccc21 | ? | ? | 14.6µM* | ? | 0.0% | ? | 14.7% | 16.4µM* | ?
COc1ccc2cc(-c3csc(-c4cccnc4)n3)ccc2c1 | 15.8% | 3.4% | 29.2% | 28.1% | -2.2% | 17.8% | 21.6% | 11.4% | -17.9%
CC1(C(=O)Nc2cccc3c2CCCC3)CCN1C(=O)C1(c2ccc(Cl)cc2)CC1 (stereo not given) | / | 2.1% | ? | ? | -5.7% | ? | 22.7% | 0.0% | ?
COc1ccc(Nc2nc(N3CCCC3)nc(N3CCCC3)n2)c(OC)c1 | -1.8% | -1.6% | 1.3% | -0.4% | -12.8% | -1.0% | -13.4% | 5.8% | ?
Cc1cccc(NS(=O)(=O)c2ccc(C(=O)N3CCCC3)cc2)c1C | 9.0% | 9.4% | -10.1% | -4.6% | -3.8% | ? | -22.6% | -10.6% | ?
Cc1cc(C)cc(N(CC(=O)NCc2ccco2)C(=O)c2snc(C(N)=O)c2N)c1 | 28.5% | -0.3% | -18.8% | 0.0% | 3.1% | -14.1% | -8.0% | -3.1% | 0.0%
Cc1c(Cl)cnc(NC(=O)COC(=O)c2cccc(S(=O)(=O)N3c4ccccc4CC3C)c2)c1Cl (stereo not given) | -1.2% | -0.3% | -0.5% | 7.5% | 0.5% | 73.4%[activator] | 14.7% | 11.8% | 9.2%
CC(Sc1nnc(-c2ccncc2)n1C)C(=O)NCC1CCCO1 (stereo not given) | ? | -0.5% | -0.1% | -5.2% | 4.9% | -15.4% | -16.5% | 0.4% | 26.7%
COCCN1CCc2nc(SCC(=O)Nc3ccc(Br)cc3)[nH]c(=O)c2C1 | / | / | / | / | -20.7% | 2.9% | 1.8% | 14.8% | 0.0%
COc1cccc(-c2cnc3c(NC=O)cc(-c4ccccc4)cn23)c1 | / | 11.8% | 5.8µM* | 2.59µM* | ? | ? | ? | 5.17µM* | 7.31µM*
COc1ccc(-c2cc3nc(C)cc(N4CCN(C(=O)c5cccnc5)CC4)n3n2)cc1 | / | 1.1% | -0.5% | -2.0% | 9.1% | 25.0% | 4.2% | ? | ?
Cc1ccc(-c2cc(C(=O)NCC3CCCO3)no2)cc1 (stereo not given) | -6.7% | -2.8% | -23.1% | -5.7% | -3.7% | 0.0% | -9.4% | -2.9% | -10.4%
Cc1noc(/C=C/NCc2cccnc2)c1S(=O)(=O)N(C)CC(=O)N1CCc2ccccc21 | -9.4% | -7.8% | 10.9% | 6.3% | -15.8% | 0.5% | 12.9% | -3.5% | -12.0%
C=CCn1c(SCC(=O)Nc2cccc(C(=O)OC)c2)nnc1C(C)NC(=O)c1cccs1 (stereo not given) | 0.9% | -3.4% | 3.6% | 4.0% | -8.3% | 0.6% | -20.5% | 1.5% | 11.8%
COCCNc1nc(NCc2ccc(C)cc2C)c2sccc2n1 | / | 7.5% | -11.3% | -29.2% | 2.6% | -10.5% | 8.8% | 0.0% | -0.2%
